# GPR7 antag: antagonists of human GPR7 (neuropeptides B/W receptor 1); 290,000 tested, 1.1% active; GPR7-expressing cells, fluorescence antagonist assay; inhibition, % at 4.4 µM; in the data active = inhibition above about 16%, passing the limit was not always enough;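 also: cells stimulated with the agonist NPW; 0% = agonist with vehicle and 100% = vehicle without agonist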
# IDE inh: inhibits human insulin-degrading enzyme in HEK cells; P14735; FAbetaB cleavage, fluorescence polarization; inhibition, % at 5.59 µM; 320,000 tested, 0.41% active;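 active = percent inhibition above the average of all tested compounds plus 3 SD, set per screening campaign, cut at about 16% in these data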;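 also: IDE supplied by intact live HEK cells; FP after avidin binding of uncleaved biotin substrate so inhibition keeps polarization high; 0% = DMSO wells and 100% = 60 µM reference IDE inhibitor Ii1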
# Target sequence (P14735 whole entry, looked up): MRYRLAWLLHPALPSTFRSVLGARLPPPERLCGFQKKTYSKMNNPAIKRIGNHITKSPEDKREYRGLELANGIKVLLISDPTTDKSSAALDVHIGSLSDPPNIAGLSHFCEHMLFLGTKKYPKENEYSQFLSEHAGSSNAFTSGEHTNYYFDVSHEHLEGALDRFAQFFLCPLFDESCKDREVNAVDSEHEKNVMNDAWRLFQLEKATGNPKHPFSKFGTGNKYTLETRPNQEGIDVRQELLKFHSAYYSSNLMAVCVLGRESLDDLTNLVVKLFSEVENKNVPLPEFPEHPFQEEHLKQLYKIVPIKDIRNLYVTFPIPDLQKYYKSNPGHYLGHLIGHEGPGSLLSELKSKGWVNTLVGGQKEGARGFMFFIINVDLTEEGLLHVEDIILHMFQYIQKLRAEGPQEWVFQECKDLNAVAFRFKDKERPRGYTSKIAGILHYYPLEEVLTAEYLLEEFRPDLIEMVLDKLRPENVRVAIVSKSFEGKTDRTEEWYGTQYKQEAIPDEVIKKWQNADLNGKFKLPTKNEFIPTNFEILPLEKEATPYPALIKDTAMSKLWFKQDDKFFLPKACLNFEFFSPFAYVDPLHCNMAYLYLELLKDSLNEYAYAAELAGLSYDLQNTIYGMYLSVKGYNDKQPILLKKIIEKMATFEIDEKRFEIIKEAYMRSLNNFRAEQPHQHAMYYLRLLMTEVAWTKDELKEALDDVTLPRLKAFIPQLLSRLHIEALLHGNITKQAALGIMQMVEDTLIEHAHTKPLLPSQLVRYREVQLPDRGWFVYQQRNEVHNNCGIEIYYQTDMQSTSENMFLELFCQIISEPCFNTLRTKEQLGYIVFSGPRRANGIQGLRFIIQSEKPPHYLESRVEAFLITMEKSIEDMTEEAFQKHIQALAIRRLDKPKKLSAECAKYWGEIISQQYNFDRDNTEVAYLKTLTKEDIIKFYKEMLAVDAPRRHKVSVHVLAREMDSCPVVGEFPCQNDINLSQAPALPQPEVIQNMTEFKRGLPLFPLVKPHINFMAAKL
# IDE cell activ: boosts human insulin-degrading enzyme activity in HEK cells; FAbeta-B cleavage, fluorescence polarization; 0% vehicle, 100% cell-free pure enzyme wells; activation, % at 5.96 µM; 340,000 tested, 0.073% active; AID 493087;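 active = activation above the mean of all tested compounds plus 3 SD, set per screening campaign, cut at about 17% in these data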
# PfM18AAP inh: PfM18AAP enzyme inhibition | 290,000 tested, 1.2% active | recombinant PfM18AAP, H-Glu-NHMec fluorogenic cleavage | inhibition, % at 7.35 µM;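 active = inhibition above the campaign mean inhibition over all tested compounds plus 3 SD, cut at about 28% in these data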;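 also: 0% = plate median of test compound wells and 100% = 2 mM ZnCl2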
# IMP-1 inh: blocks Pseudomonas aeruginosa IMP-1 metallo-beta-lactamase | purified IMP-1, nitrocefin hydrolysis, epi-absorbance fluorescence | inhibition, % at 5.6 µM | 290,000 tested, 0.45% active;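 active = inhibition above the mean plus 3 SD of all compounds in the same screening run, cut at about 4.5% in these data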;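 also: 0% = IMP-1 with DMSO and 100% = DMSO wells lacking enzyme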
#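 system = purified recombinant IMP-1 beta-lactamase | amount = 0.2 nM IMP-1, as dispensed | medium = HEPES buffer pH 7.1 with ZnSO4 and Brij 35 | times = 25 °C, 15 min preincubation, 25 min reaction | detection = plate fluorescence quenching by hydrolysis product, ex 480/em 530 nm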
# p-CIP stab down: compounds decreasing mouse p/CIP protein stability; Q05BA5; F442A p/CIP-EGFP cells, EGFP fluorescence, 16 h; decrease of EGFP signal, % at 10 µM; AID 1984; 290,000 tested, 0.01% active;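 active = EGFP signal decrease of at least 30% at 10 µM or well 3 SD below plate mean, unless failing retest; inactive = the rest, including hits failing retest or dose response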; also: some compounds called inactive have numbers as strong as hits; many of its hits are not listed in these tables
# NALP1 yeast inh: inhibitors of NALP1 inflammasome in yeast | AID 2071 | inhibition, % at 10 µM | S. cerevisiae NALP1/ASC/caspase-1 growth, X-gal OD620, 72 h | 280,000 tested, 0.61% active; in the data active = inhibition mostly above about 24%, no sharp cut-off; inactive = mostly below about 32%; also: some compounds called inactive have numbers as strong as hits
# VIM-2 inhibitor: inhibitors of Pseudomonas aeruginosa VIM-2 metallo-beta-lactamase; purified VIM-2, nitrocefin hydrolysis, epi-absorbance fluorescence; inhibition, % at 5.6 µM; 290,000 tested, 0.89% active;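 active = inhibition above the mean of all tested compounds plus 3 SD, cutoff set per screening run, cut at about 7.5% in these data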;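 also: red hydrolysis product quenches plate fluorescence so inhibitors raise well fluorescence; 0% = enzyme with DMSO and 100% = DMSO without enzyme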
# PHOSPHO1 inh: inhibitors of human PHOSPHO1 phosphatase. 290,000 tested, 1.1% active. inhibition, % at 13.3 µM. Q8TCT1. recombinant PHOSPHO1, absorbance phosphatase assay. AID 1565; in the data active = inhibition above about 60%
# Numbers without * were called inactive; / = not tested or not shown. An unsorted share of the library (roughly 5.3% active in at least one column).
# Preview:
GPR7 antag	Compound	IDE inh	IDE cell activ	PfM18AAP inh	IMP-1 inh	p-CIP stab down	NALP1 yeast inh	VIM-2 inhibitor	PHOSPHO1 inh
-5	COc1ccc(/C=N/NC(=O)c2cccnc2)cc1COc1ccc([N+](=O)[O-])cc1	2	3	-3	-4.4	15	6	-4.0	20
5	S=C(CN1CCCC1=S)NCCc1ccccc1	0	0	13	1.1	-4	-14	-0.6	-8
-8	NS(=O)(=O)c1cnccc1Nc1ccc(Cl)cc1	-1	6	3	-2.4	-17	31	-5.8	1
-7	O=C(Nc1cccc2ccccc12)c1cnsn1	2	4	-3	-2.4	2	-3	-3.9	45
4	NC(=O)N=Nc1c(O)[nH]c2ccc([N+](=O)[O-])cc12	3	2	-14	-1.3	-12	-2	0.6	-19
12	CCC(C)C(=O)Nc1nnc(CCc2ccccc2)s1 (stereo not drawn)	6	-1	16	-1.1	9	18	1.9	/
-5	Cn1c(CNC(=O)c2ccccc2F)nnc1SCC(=O)N1CCN(c2ccccc2)CC1	5	2	-9	-0.9	8	9	-0.5	-25
-10	CC(=O)NC(c1ccccc1)c1cc(Cl)c2cccnc2c1O (stereo not drawn)	2	4	3	-2.3	-6	1	0.1	-39
-7	O=c1[nH]c(=S)[nH]cc1S(=O)(=O)c1cccc(Cl)c1	/	3	9	-1.8	1	-3	-3.2	-7
-7	COc1cccc(-c2nnc(N(C)C(=O)c3ccno3)s2)c1	/	/	-16	-3.5	-5	1	-1.5	7
6	COc1ccc(C(=O)Nc2ccccc2C(=O)NC(Cc2ccc(O)cc2)C(=O)NNC(=O)c2ccncc2)cc1 (stereo not drawn)	0	4	8	-2.2	7	2	-4.4	37
-5	CC(/C=C/c1ccccc1)=N\NC(=O)C1CC1(C)c1ccccc1 (stereo not drawn)	2	4	4	0.5	4	-1	-2.6	-20
3	C=CCn1c(-c2csc(-c3ccc(Cl)cc3)n2)n[nH]c1=S	5	0	3	-6.4	-7	1	-6.0	50

# All compounds of this part, from the first entry:
GPR7 antag	Compound	IDE inh	IDE cell activ	PfM18AAP inh	IMP-1 inh	p-CIP stab down	NALP1 yeast inh	VIM-2 inhibitor	PHOSPHO1 inh
-5	COc1ccc(/C=N/NC(=O)c2cccnc2)cc1COc1ccc([N+](=O)[O-])cc1	2	3	-3	-4.4	15	6	-4.0	20
5	S=C(CN1CCCC1=S)NCCc1ccccc1	0	0	13	1.1	-4	-14	-0.6	-8
-8	NS(=O)(=O)c1cnccc1Nc1ccc(Cl)cc1	-1	6	3	-2.4	-17	31	-5.8	1
-7	O=C(Nc1cccc2ccccc12)c1cnsn1	2	4	-3	-2.4	2	-3	-3.9	45
4	NC(=O)N=Nc1c(O)[nH]c2ccc([N+](=O)[O-])cc12	3	2	-14	-1.3	-12	-2	0.6	-19
12	CCC(C)C(=O)Nc1nnc(CCc2ccccc2)s1 (stereo not drawn)	6	-1	16	-1.1	9	18	1.9	/
-5	Cn1c(CNC(=O)c2ccccc2F)nnc1SCC(=O)N1CCN(c2ccccc2)CC1	5	2	-9	-0.9	8	9	-0.5	-25
-10	CC(=O)NC(c1ccccc1)c1cc(Cl)c2cccnc2c1O (stereo not drawn)	2	4	3	-2.3	-6	1	0.1	-39
-7	O=c1[nH]c(=S)[nH]cc1S(=O)(=O)c1cccc(Cl)c1	/	3	9	-1.8	1	-3	-3.2	-7
-7	COc1cccc(-c2nnc(N(C)C(=O)c3ccno3)s2)c1	/	/	-16	-3.5	-5	1	-1.5	7
6	COc1ccc(C(=O)Nc2ccccc2C(=O)NC(Cc2ccc(O)cc2)C(=O)NNC(=O)c2ccncc2)cc1 (stereo not drawn)	0	4	8	-2.2	7	2	-4.4	37
-5	CC(/C=C/c1ccccc1)=N\NC(=O)C1CC1(C)c1ccccc1 (stereo not drawn)	2	4	4	0.5	4	-1	-2.6	-20

# The results go on:
GPR7 antag	Compound	IDE inh	IDE cell activ	PfM18AAP inh	IMP-1 inh	p-CIP stab down	NALP1 yeast inh	VIM-2 inhibitor	PHOSPHO1 inh
3	C=CCn1c(-c2csc(-c3ccc(Cl)cc3)n2)n[nH]c1=S	5	0	3	-6.4	-7	1	-6.0	50
-7	CC1CN(Cc2c(O)ccc3c(=O)c(-c4ccccc4Cl)coc23)CC(C)O1 (stereo not drawn)	-5	2	-2	0.3	-8	12	-0.9	18
5	O=C(Nc1c2c(nn1-c1ccccc1)CS(=O)(=O)C2)c1cc2ccccc2o1	-2	4	1	-2.9	-4	10	-0.5	22
10	Cc1cc(C)cc(NC(=O)c2ccc(CSc3nnc(C)s3)cc2)c1	5	-1	-2	-1.7	-8	2	-5.0	33
-3	O=C(NCc1ccco1)C1CCCN(S(=O)(=O)Cc2ccccc2)C1 (stereo not drawn)	0	-3	2	-0.7	3	21	-2.2	8
-11	COc1ccccc1[C@@H]1C(c2cccc(Cl)c2)=NN(c2ccccc2)[C@H]1C(=O)N1CCOC1=O	2	-1	1	-2.2	3	12	-2.4	4
7	Cc1onc(-c2ccccc2Cl)c1C(=O)NCCn1c(C)cc2ccccc21	2	8	2	-3.7	-4	12	-4.4	10
-7	O=C(CNc1ccc(Br)cc1)c1ccc(Br)s1	1	-1	13	-0.4	7	25	1.4	-13
7	O=C1CC(c2ccc(F)cc2)CC2=C1C=Nc1ccccc1N2 (stereo not drawn)	-2	-3	2	-2.7	-18	-1	-4.5	37
-8	CCc1nc2ccccc2n1CC(=O)N(C(C)CC)C1CCS(=O)(=O)C1 (stereo not drawn)	1	1	6	-4.6	4	0	-5.7	4
-10	CSc1cccc(NC(=O)COc2ccccc2)c1	4	5	-7	-6.4	-11	28	-5.3	-12
-6	Cc1cc(C)n2c(SCC(=O)NCc3ccc4c(c3)OCO4)nnc2n1	-1	4	0	-2.5	6	/	-1.6	-83

# (list continues)
GPR7 antag	Compound	IDE inh	IDE cell activ	PfM18AAP inh	IMP-1 inh	p-CIP stab down	NALP1 yeast inh	VIM-2 inhibitor	PHOSPHO1 inh
0	CCn1c(SCc2nc3scc(-c4ccccc4)c3c(=O)[nH]2)nnc1-c1ccc(Cl)cc1	1	3	-5	-2.0	2	34	-0.7	-8
-6	COc1cccc(/C=N/NC(=O)c2c(C)nc3ccc(Br)cn23)c1O	1	3	6	-2.9	-4	5	-4.6	-10
-13	Cc1noc(C)c1S(=O)(=O)Nc1cccc(C(F)(F)F)c1	6	3	-7	-3.2	6	9	-1.6	33
-10	Cc1ccccc1C(=O)Nc1cccc(-c2cn3ccccc3n2)c1	1	/	-6	-2.2	-2	15	-2.6	20
-1	O=C1NN=C(c2ccc(Cl)cc2)CC1c1cccc(Br)c1 (stereo not drawn)	5	7	-4	-3.1	3	14	-0.6	40
0	COC(=O)CSc1ncnc2c1sc1nc3c(cc12)COC(C)(C)C3	-4	5	-3	-0.9	2	11	-2.3	8
6	Cc1ccccc1OCCC(=O)OCC(=O)NC(C)c1ccccc1 (stereo not drawn)	1	-1	-9	0.4	-7	2	2.4	65*
-20	CCOC(=O)N1CCN(C(=O)COC(=O)CN(C)S(=O)(=O)c2ccc(NC(C)=O)cc2)CC1	2	-1	3	-1.9	-8	23	-1.4	15
5	CC1(C)CC2CC(C)(CN2C(=O)C23CCC(C)(C(=O)O2)C3(C)C)C1 (stereo not drawn)	2	1	-1	-0.2	-2	-3	-1.8	14
10	COc1ccc2c(Cl)c(C(=O)N/N=C/c3ccc4c(c3)OCO4)sc2c1	-1	-2	-5	-2.4	14	4	-0.1	8
-13	COCCN(Cc1cc2ccc(C)cc2n2nnnc12)Cc1nnnn1C(C)(C)C	6	3	-2	-3.0	-4	-6	-1.1	-8
0	COc1ccc(NC(=O)CNC(=O)c2c(C)nn(C)c2Cl)cc1	1	-6	2	-2.2	-4	5	-1.1	37

# (listing goes on)
GPR7 antag	Compound	IDE inh	IDE cell activ	PfM18AAP inh	IMP-1 inh	p-CIP stab down	NALP1 yeast inh	VIM-2 inhibitor	PHOSPHO1 inh
-8	Nc1n[nH]c(N)c1N=Nc1ccccc1	-5	3	17	-0.1	6	-17	-3.5	-3
-3	COc1ccc(OCC(O)CN2CCc3ccccc3C2)cc1 (stereo not drawn)	1	2	0	-2.5	-6	23	-1.3	18
-10	COc1ccccc1NC(=O)c1cc(Sc2nncn2C)nc2ccccc12	1	2	5	0.0	-5	16	-0.9	-30
-10	O=C(CSc1nnc(-c2ccccc2O)o1)N1CCc2ccccc2C1	-6	3	5	-2.6	1	12	0.7	32
6	Cc1[nH]c2ccccc2c1C(=O)C(=O)NCC1CCCO1 (stereo not drawn)	4	6	4	-2.4	-9	22	-2.6	34
-14	CCOc1ccccc1N=Nc1c(C)[nH]n(C(N)=S)c1=O	1	3	5	0.2	-15	-2	6.5	20
2	O=C(CCc1ccccc1)N=C1SC2CS(=O)(=O)CC2N1c1ccccc1 (stereo not drawn)	3	2	2	0.1	6	-8	0.5	18
8	CCOC(=O)c1ccc(-c2ccc(/C=N/NC(=O)Cc3nnc(N)s3)o2)cc1	-5	-1	29*	-0.5	0	/	-1.2	19
-6	c1ccc2c(NCC3CCCO3)nc(-c3ccncc3)nc2c1 (stereo not drawn)	2	-2	3	-1.9	3	-8	-2.0	-6
-14	CCO[C@@H]1OC(C(=O)N2CCN(Cc3ccc4c(c3)OCO4)CC2)=C[C@H](c2cn(C(C)=O)c3ccccc23)[C@H]1CCCO	0	0	-6	-2.2	-8	-12	1.2	24
-11	Cc1noc(C)c1CSc1nc2ccccc2nc1NS(=O)(=O)c1ccc(Cl)cc1	-5	-2	-7	-0.2	-32	27	0.2	-10
-4	CCOC(=O)c1c(-c2ccc(-c3ccccc3)cc2)csc1NC(=O)c1cccc(N2C(=O)CCC2=O)c1	3	-5	-2	-3.4	2	6	-5.2	4

# (listing goes on)
GPR7 antag	Compound	IDE inh	IDE cell activ	PfM18AAP inh	IMP-1 inh	p-CIP stab down	NALP1 yeast inh	VIM-2 inhibitor	PHOSPHO1 inh
-9	NC(=O)N1CCCC1C(=O)Nc1ccc(Cl)c(Cl)c1 (stereo not drawn)	-6	-1	1	-3.1	-7	-4	-1.1	-4
10	CCSc1nnc(NC(=O)C(C(F)(F)F)C(F)(F)F)s1	1	1	-13	-2.0	-2	11	-0.8	38
-2	OCCN(Cc1ccccc1)c1ncnc2sccc12	0	2	0	-1.7	-26	6	-2.5	36
-4	Cc1ccc(-n2nc(C)c3c(C)c(CCC(=O)NCC4CCCO4)c(=O)n(C)c32)cc1 (stereo not drawn)	10	1	-3	-1.3	9	8	0.7	5
-14	Cc1ccc(NC(=O)c2ccco2)c(NC(=O)c2ccccc2)c1	-3	3	1	1.1	-21	5	1.4	36
3	Cc1cccc(NC(=O)CSc2nc3ccccc3o2)c1	3	1	-9	-0.3	4	36	-1.3	4
6	CCN1C(=O)c2ccccc2S(=O)(=O)c2ccc(C(=O)NCC(OC)OC)cc21	3	0	2	-2.0	-4	24	-3.5	24
12	COc1ccc(Br)cc1C1Nc2ccccc2C(=O)N1NC(=O)c1ccncc1 (stereo not drawn)	1	1	-9	-3.1	-16	5	-2.8	14
-12	CN(c1ccccc1)c1nc(N)c([N+](=O)[O-])c(Nc2ccc(F)cc2)n1	0	6	4	-1.2	-14	8	-1.7	47
-3	COc1ccc(-c2nc3ccccc3c(C(=O)Nc3ccc(S(=O)(=O)Nc4cc(C)on4)cc3)c2C)cc1	2	2	-8	-1.6	-17	18	-3.6	12
-4	O=C1CCCc2ccccc2N1Cc1cccc(F)c1	3	2	6	-3.0	1	6	-4.4	29
-2	Cc1n(-c2ccccc2)c2ccc(Cl)cc2[n+]1CCO	2	6	-5	-2.3	-8	-4	-1.3	10

# Compound activity from PubChem.
